Screening data as filed in PubChem BioAssay.
proKLK7 act: proKLK7 zymogen activators, primary screen, biochemical, fluorescence intensity; AID 652039, 2013; purified proKLK7, EDANS-DABCYL substrate fluorescence; 100% is mature enzyme control, 0% vehicle; actives 0.9% (n = 370,000); Kallikrein-7 (Homo sapiens), P49862; activation, % at 7 µM;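 active = activation above the mean of all tested compounds plus 3 SD, computed per campaign excluding outliers beyond control limits, cut at about 13% in these data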
PRMT1 inh: PRMT1 methyltransferase inhibitors, primary screen, biochemical, fluorescence polarization | actives 1.3% (n = 370,000) | inhibition, % at 2.79 µM | AID 652257, 2013 | recombinant PRMT1, activity-based probe fluorescence polarization;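 active = inhibition above about 21% made by adding two undisclosed values, limit read from the data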
DDE Tn6 FP inh: inhibitors of Tn6 peptide binding to fibrin DD(E), primary screen, biochemical, fluorescence polarization, human fibrin, Tn6 probe; inhibition, % at 8.3 µM; actives 0.21% (n = 370,000); Fibrin DD(E) TRITC-Tn6 fluorescence polarization displacement;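 active = inhibition above a per-campaign cutoff: mean of compounds within control limits plus 3 SD, cut at about 15% in these data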;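 also: 0% = median of all compound wells on the plate and 100% = blocking peptide control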
Target sequence (P02675 whole entry, looked up): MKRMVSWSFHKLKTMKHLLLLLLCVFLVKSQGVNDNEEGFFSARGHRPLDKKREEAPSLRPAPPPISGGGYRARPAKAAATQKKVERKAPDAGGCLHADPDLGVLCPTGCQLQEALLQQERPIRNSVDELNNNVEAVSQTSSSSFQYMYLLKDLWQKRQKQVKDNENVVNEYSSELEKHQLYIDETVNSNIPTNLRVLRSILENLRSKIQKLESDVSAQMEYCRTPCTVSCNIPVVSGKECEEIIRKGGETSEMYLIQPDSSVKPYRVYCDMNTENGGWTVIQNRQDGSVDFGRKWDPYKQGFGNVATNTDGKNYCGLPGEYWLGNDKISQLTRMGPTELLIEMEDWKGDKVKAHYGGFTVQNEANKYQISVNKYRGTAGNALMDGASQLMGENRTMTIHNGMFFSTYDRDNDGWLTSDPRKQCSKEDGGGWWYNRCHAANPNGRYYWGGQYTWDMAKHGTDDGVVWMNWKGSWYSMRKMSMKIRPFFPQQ
MBD2 DNA inh: inhibitors of MBD2 binding to methylated DNA, primary screen, biochemical, TR-FRET, DNA-binding domain, human | Methyl-CpG-binding domain protein 2 (Homo sapiens), Q9UBB5 | MBD2 binding to methylated oligonucleotide | inhibition, % at 4.4 µM | actives 0.31% (n = 370,000); in the data active = inhibition above about 13%
UHRF1 MBD2 ctr: UHRF1 methylated DNA binding inhibitors, primary screen, counter-screen for MBD2 inhibitor project, biochemical, TR-FRET, human UHRF1, single concentration; E3 ubiquitin-protein ligase UHRF1 (Homo sapiens), Q96T88; UHRF1 binding to methylated oligo; inhibition, % at 4.4 µM; actives 0.75% (n = 370,000); in the data active = inhibition above about 21%;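 also: UHRF1 SRA domain binding a hemimethylated CpG hairpin DNA probe; 0% = median of test compound wells and 100% = reference inhibitor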
SIAE primary: human SIAE inhibitors, primary screen, biochemical, fluorescence polarization, FP-Rh probe, 1536-well HTS. Sialate O-acetylesterase (Homo sapiens), Q9HAT2. SIAE FP-Rh probe binding. inhibition, % at 9.66 µM. actives 0.69% (n = 370,000);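 active = inhibition above a cutoff: mean of compounds within the control limits plus 3 SD of those, cut at about 17% in these data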;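 also: 0% = plate median of compound wells and 100% = probe without SIAE protein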
Target sequence (Q9HAT2 whole entry, looked up): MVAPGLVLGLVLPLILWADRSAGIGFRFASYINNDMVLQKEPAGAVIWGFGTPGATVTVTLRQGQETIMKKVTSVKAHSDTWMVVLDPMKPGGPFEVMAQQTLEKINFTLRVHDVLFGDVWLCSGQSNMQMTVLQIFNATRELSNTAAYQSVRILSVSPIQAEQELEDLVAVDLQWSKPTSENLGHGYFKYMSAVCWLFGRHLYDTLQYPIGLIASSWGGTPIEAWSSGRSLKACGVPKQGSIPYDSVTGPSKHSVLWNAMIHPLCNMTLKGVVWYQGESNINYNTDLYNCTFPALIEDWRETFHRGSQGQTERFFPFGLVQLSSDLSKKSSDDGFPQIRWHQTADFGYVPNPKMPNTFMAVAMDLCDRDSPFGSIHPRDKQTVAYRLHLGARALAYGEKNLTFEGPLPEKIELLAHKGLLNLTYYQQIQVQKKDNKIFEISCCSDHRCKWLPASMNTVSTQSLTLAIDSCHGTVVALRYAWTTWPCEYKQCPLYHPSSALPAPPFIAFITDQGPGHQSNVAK
TCR CD3 inh: inhibitors of human TCR-CD3 interaction, primary screen, biochemical, fluorescence, TAMRA-labeled TCR probe; T-cell receptor (TCR); inhibition, % at 9.4 µM; actives 0.37% (n = 360,000); in the data active = inhibition above about 19%;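 also: recombinant mutant TCR 2C K166C tagged with TAMRA read by polarization; 0% = receptor in buffer alone and 100% = receptor with positive control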
LEDGF integ inh: blockers of LEDGF/p75-dependent integrase strand transfer – biochemical, TR-FRET, high throughput, primary screen; HIV-1 integrase (with human LEDGF/p75); TR-FRET IN-LEDGF/p75 DNA integration, Eu/Cy5; inhibition, % at 3.7 µM; actives 0.64% (n = 370,000); AID 743269, 2014;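 active = inhibition above the screen-wide mean plus 3 SD, cut at about 13% in these data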;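 also: signal is the Cy5 over europium emission ratio at 671 and 618 nm; 0% = plate median of compound wells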
TDP2 inh: human TDP2 enzyme inhibitors, primary screen, biochemical, epi absorbance, recombinant enzyme. AID 720702, 2013. inhibition, % at 12.8 µM. actives 0.34% (n = 370,000). T5PNP hydrolysis, p-nitrophenol absorbance 415 nm. Tyrosyl-DNA phosphodiesterase 2 (Homo sapiens), O95551;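 active = inhibition above the mean of all tested compounds plus 3 SD, set per campaign, cut at about 25% in these data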;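 also: 0% = DMSO with enzyme and 100% = buffer with substrate but no TDP2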
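Read-out basis: percent inhibition. System: recombinant human TDP2. Buffer or medium: Mg2+-containing Tris-HCl buffer, pH 7.5. Repeats: single replicate. Timing: reaction 2 h, 37 °C. Benchmarks: high control without enzyme, low control DMSO plus TDP2. Probe or stimulus: 5 mM T5PNP. Doses: 12.8 µM only. Measured by: epi absorbance of p-nitrophenol freed from T5PNP by hydrolysis.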
Tn7 DDE FP: inhibitors of Tn7 peptide binding to fibrin DD(E), primary screen, biochemical, fluorescence polarization, human fibrin, Tn7 probe | Fibrinogen beta chain (Homo sapiens), P02675 | FP displacement of FITC-Tn7 peptide from fibrin DD(E); 0% = median of compound wells per plate | inhibition, % at 8.3 µM | actives 0.13% (n = 370,000) | AID 720508, 2013;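 active = inhibition above the mean of compounds falling within the control limits plus 3 SD of them, cut at about 14% in these data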;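 also: 0% = plate median of compound wells and 100% = 10 µM Aha-Tn7 peptide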
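system = human fibrin DD(E) protein | quantity = DD(E) 2 µM final | medium = Tris/NaCl/CaCl2 buffer, pH 7.8 | also added = labelled Tn7 tracer, 0.1 µM | compound dosing = single point at 8.3 µM | timing = compound with protein 10 min, then 3 h after probe, room temperature | signal = FP measurement | benchmarks = Aha-Tn7 high control | repeats = one replicate per compound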
* = called active by the depositor.

`N#Cc1cc2c(nc1SCC(N)=O)CCCCC2` gave proKLK7 act 1.9, PRMT1 inh -1, DDE Tn6 FP inh 5, MBD2 DNA inh 4, UHRF1 MBD2 ctr 1, SIAE primary 7, TCR CD3 inh 3, LEDGF integ inh -1, TDP2 inh -11 and Tn7 DDE FP 5.
Cc1ccc(CC(=O)O/N=C(\N)c2ccncc2)cc1 was read as proKLK7 act -1.0, PRMT1 inh -2, DDE Tn6 FP inh 5, MBD2 DNA inh 2, UHRF1 MBD2 ctr 1, SIAE primary -2, TCR CD3 inh 4, LEDGF integ inh 2, TDP2 inh 12 and Tn7 DDE FP 8.
CC(=O)N1CCc2cc(S(=O)(=O)NC(C(=O)NC3CCCc4ccccc43)C(C)C)ccc21 (stereo not given) was read as proKLK7 act -0.2, PRMT1 inh -1, DDE Tn6 FP inh 9, MBD2 DNA inh -3, UHRF1 MBD2 ctr 0, SIAE primary -4, TCR CD3 inh 9, LEDGF integ inh -1, TDP2 inh 2 and Tn7 DDE FP 2.
COc1ccccc1/C=C/C(=O)Nc1cccc(S(=O)(=O)N2CCOCC2)c1 was read as proKLK7 act 0.8, PRMT1 inh -4, DDE Tn6 FP inh -9, MBD2 DNA inh -2, UHRF1 MBD2 ctr 0, SIAE primary -14, TCR CD3 inh -1, LEDGF integ inh 2, TDP2 inh 1 and Tn7 DDE FP -1.
Screening CCOc1ccc(S(=O)(=O)Nc2cccc(C(=O)N3CC(C)OC(C)C3)c2)cc1 (stereo not given) returned proKLK7 act 0.2, PRMT1 inh 0, DDE Tn6 FP inh 7, MBD2 DNA inh 1, UHRF1 MBD2 ctr -3, SIAE primary 2, TCR CD3 inh 4, LEDGF integ inh 0, TDP2 inh 1 and Tn7 DDE FP 4.
For O=c1oc(-c2ccc(F)cc2)nc2ccsc12 the results were proKLK7 act 0.1, PRMT1 inh 2, DDE Tn6 FP inh -4, MBD2 DNA inh 4, UHRF1 MBD2 ctr -1, SIAE primary 6, TCR CD3 inh -9, LEDGF integ inh 0, TDP2 inh 6 and Tn7 DDE FP 2.
CC(=O)NCCc1c[nH]c2ccc(OCc3ccccc3)cc12 was read as proKLK7 act 0.7, PRMT1 inh 4, DDE Tn6 FP inh 1, MBD2 DNA inh 3, UHRF1 MBD2 ctr 7, SIAE primary 1, TCR CD3 inh -2, LEDGF integ inh -6, TDP2 inh -7 and Tn7 DDE FP 13.
`S=C(SCc1c(Cl)cccc1Cl)N1CCSCC1` gave proKLK7 act -1.1, PRMT1 inh 8, DDE Tn6 FP inh -8, MBD2 DNA inh 7, UHRF1 MBD2 ctr 4, SIAE primary -1, TCR CD3 inh -6, LEDGF integ inh -5, TDP2 inh -5 and Tn7 DDE FP 2.
For CCOc1ccc(NC(=O)C2CC(=O)N(Cc3ccco3)C2)cc1 (stereo not given) the results were proKLK7 act 0.3, PRMT1 inh -2, DDE Tn6 FP inh 2, MBD2 DNA inh 1, UHRF1 MBD2 ctr -1, SIAE primary 4, TCR CD3 inh 6, LEDGF integ inh -3, TDP2 inh -7 and Tn7 DDE FP 8.
`CCC(=O)Nc1nn(C)c2nc3c(C)cccc3cc12` gave proKLK7 act 2.7, PRMT1 inh 3, DDE Tn6 FP inh 4, MBD2 DNA inh -7, UHRF1 MBD2 ctr -2, SIAE primary 5, TCR CD3 inh -1, LEDGF integ inh 5, TDP2 inh -4 and Tn7 DDE FP 2.
For Cc1cccc(NC(=O)/C(C#N)=C/c2ccc[nH]2)c1C the results were proKLK7 act -0.7, PRMT1 inh -1, DDE Tn6 FP inh -1, MBD2 DNA inh -1, UHRF1 MBD2 ctr 0, SIAE primary 5, TCR CD3 inh 0, LEDGF integ inh -2, TDP2 inh 4 and Tn7 DDE FP 6.
Screening COc1ccc(C(=O)CC(Nc2ccc([N+](=O)[O-])cc2)c2ccc(Cl)cc2)cc1 (stereo not given) returned proKLK7 act 0.3, PRMT1 inh 0, DDE Tn6 FP inh -7, MBD2 DNA inh 1, UHRF1 MBD2 ctr -4, SIAE primary -45, TCR CD3 inh 8, LEDGF integ inh 2, TDP2 inh -11 and Tn7 DDE FP -4.
`O=C1CCCc2c1cc(C(=O)NCc1ccco1)c(=O)n2-c1ccccc1` gave proKLK7 act 0.4, PRMT1 inh 0, DDE Tn6 FP inh 5, MBD2 DNA inh 0, UHRF1 MBD2 ctr -1, SIAE primary 1, TCR CD3 inh 2, LEDGF integ inh 0, TDP2 inh 11 and Tn7 DDE FP -2.
Screening O=C(N/N=C/c1cccc(C(F)(F)F)c1)c1ccccc1O returned proKLK7 act 0.1, PRMT1 inh -4, DDE Tn6 FP inh 7, MBD2 DNA inh -1, UHRF1 MBD2 ctr 1, SIAE primary 1, TCR CD3 inh 1, LEDGF integ inh 5, TDP2 inh -2 and Tn7 DDE FP 0.
Screening CCOP(=O)(Nc1ccc2oc(=O)c3ccccc3c2c1)OCC returned proKLK7 act -5.2, PRMT1 inh 2, DDE Tn6 FP inh -2, MBD2 DNA inh 1, UHRF1 MBD2 ctr -1, SIAE primary -1, TCR CD3 inh -4, LEDGF integ inh -11, TDP2 inh 2 and Tn7 DDE FP -6.
`COc1cc(/C=N/n2cnnc2)ccc1Oc1nc(Cl)ncc1F` gave proKLK7 act 0.1, PRMT1 inh -2, DDE Tn6 FP inh 3, MBD2 DNA inh -1, UHRF1 MBD2 ctr -3, SIAE primary 12, TCR CD3 inh -4, LEDGF integ inh 5, TDP2 inh 12 and Tn7 DDE FP -2.
For CC(C)n1nc(C(=O)NCCc2ccc(S(N)(=O)=O)cc2)c2ccccc2c1=O the results were proKLK7 act 0.6, PRMT1 inh -2, DDE Tn6 FP inh 2, MBD2 DNA inh -6, UHRF1 MBD2 ctr 3, SIAE primary 0, TCR CD3 inh -10, LEDGF integ inh 1, TDP2 inh -24 and Tn7 DDE FP 3.
For COc1cccc(CNC(=O)CN2CCCc3ccccc32)c1 the results were proKLK7 act 0.2, PRMT1 inh 6, DDE Tn6 FP inh -10, MBD2 DNA inh 1, UHRF1 MBD2 ctr 3, SIAE primary 2, LEDGF integ inh -5, TDP2 inh -4 and Tn7 DDE FP 8.
`COc1cccc(CNC(=O)CCCc2c[nH]c3ccccc23)c1` gave proKLK7 act 0.4, PRMT1 inh -1, DDE Tn6 FP inh 3, MBD2 DNA inh -9, UHRF1 MBD2 ctr -2, SIAE primary 3, TCR CD3 inh 9, LEDGF integ inh -2, TDP2 inh 0 and Tn7 DDE FP 4.
Screening CC1=C(C(=O)Nc2ccccc2C(=O)NCCCN2CCN(C)CC2)SCCO1 returned proKLK7 act 0.2, PRMT1 inh 6, DDE Tn6 FP inh -6, MBD2 DNA inh 9, UHRF1 MBD2 ctr 3, SIAE primary 1, TCR CD3 inh -1, LEDGF integ inh -4, TDP2 inh -8 and Tn7 DDE FP 3.
For O=c1oc(-c2ccccc2Br)nc2ccccc12 the results were proKLK7 act -0.1, PRMT1 inh -2, DDE Tn6 FP inh -2, MBD2 DNA inh 4, UHRF1 MBD2 ctr 2, SIAE primary 15, TCR CD3 inh 2, LEDGF integ inh -2, TDP2 inh 1 and Tn7 DDE FP 0.
Screening NC(=O)c1ncn([C@@H]2O[C@H](CNC(=O)[C@H](N)CSCc3ccccc3)[C@@H](O)[C@H]2O)n1 returned proKLK7 act 0.7, PRMT1 inh -4, DDE Tn6 FP inh -3, MBD2 DNA inh -6, UHRF1 MBD2 ctr -1, SIAE primary 1, TCR CD3 inh -1, LEDGF integ inh 4, TDP2 inh -12 and Tn7 DDE FP 3.
`O=C(CN1CCCC1)NCC1(c2ccccc2)CCOCC1` gave proKLK7 act -0.1, PRMT1 inh 0, DDE Tn6 FP inh -5, MBD2 DNA inh 0, UHRF1 MBD2 ctr 5, SIAE primary -2, TCR CD3 inh -1, LEDGF integ inh 0, TDP2 inh -5 and Tn7 DDE FP -6.
COc1ccc(-c2cn3cccnc3n2)cc1NC(=O)CC(C)C was read as proKLK7 act 4.3, PRMT1 inh 0, DDE Tn6 FP inh 0, MBD2 DNA inh -4, UHRF1 MBD2 ctr -4, SIAE primary 1, TCR CD3 inh 3, LEDGF integ inh 3, TDP2 inh 3 and Tn7 DDE FP -4.
Screening CCn1cc(C2=NC(C(C)C)CO2)c2ccccc21 (stereo not given) returned proKLK7 act -0.5, PRMT1 inh -5, DDE Tn6 FP inh 7, MBD2 DNA inh 0, UHRF1 MBD2 ctr 0, SIAE primary -1, TCR CD3 inh -6, LEDGF integ inh -5, TDP2 inh -1 and Tn7 DDE FP 2.
Screening OCCN1CCN(c2nc(-c3ccccc3)nc3c2oc2ccccc23)CC1 returned proKLK7 act -1.4, PRMT1 inh 2, DDE Tn6 FP inh 6, MBD2 DNA inh 4, UHRF1 MBD2 ctr -4, SIAE primary -12, TCR CD3 inh -9, LEDGF integ inh 1, TDP2 inh -5 and Tn7 DDE FP 3.
Screening O=c1ccc(Oc2nc(N3CCCCC3)nc(N3CCCCC3)n2)n[nH]1 returned proKLK7 act -0.2, PRMT1 inh -4, DDE Tn6 FP inh -6, MBD2 DNA inh -9, UHRF1 MBD2 ctr 0, SIAE primary 5, TCR CD3 inh 1, LEDGF integ inh 1, TDP2 inh -11 and Tn7 DDE FP 5.
Cc1cc(C)c2oc(C(=O)NCc3ccccc3)cc(=O)c2c1 was read as proKLK7 act 1.8, PRMT1 inh 1, DDE Tn6 FP inh 3, MBD2 DNA inh -1, UHRF1 MBD2 ctr 4, SIAE primary 1, TCR CD3 inh 8, LEDGF integ inh 2, TDP2 inh 3 and Tn7 DDE FP -7.
For CCc1ccc(S(=O)(=O)Nc2ccc(-c3ccc4nnc(C)n4n3)cc2)s1 the results were proKLK7 act -0.3, PRMT1 inh 3, DDE Tn6 FP inh -7, MBD2 DNA inh -1, UHRF1 MBD2 ctr -1, SIAE primary -22, TCR CD3 inh 2, LEDGF integ inh -3, TDP2 inh -6 and Tn7 DDE FP 6.
